# Pol beta inh – DNA polymerase beta (human) inhibition | P06746 | Pol beta primer extension/strand displacement, fluorescence kinetic | Potency, µM (titrated, usually from 114 µM), for inactives: at the highest dose activity change, negative = inhibition, actives largely listed as inhibitors | 1.3% of 340,000 active; also: potency is read from the fitted curve at half-maximal effect; % is scaled to controls: 0 for no effect and ±100 for the full control effect
#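 Homogeneous kinetic assay of primer extension and strand displacement by 10 nM Pol beta, preincubated 15 min at room temperature with compound before 50 nM substrate (final) was added. Read at 0 and 10 min; four-parameter Hill fit.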
# Anesthetic bind – candidate novel general anesthetic via apoferritin binding | P02791 | Potency, µM (titrated, usually from 77.5 µM), without a hit: at the top dose activity change, negative = displacement, usual class: inhibitors | 0.074% of 350,000 active | apoferritin/1-aminoanthracene competitive binding, fluorescence | AID 485281; also: potency is read from the fitted curve at half-maximal effect; % is scaled to controls: 0 for no effect and ±100 for the full control effect; nearly all actives have a fitted effect of over 20% in size
# Target sequence (P02791 2-175 limits assumed): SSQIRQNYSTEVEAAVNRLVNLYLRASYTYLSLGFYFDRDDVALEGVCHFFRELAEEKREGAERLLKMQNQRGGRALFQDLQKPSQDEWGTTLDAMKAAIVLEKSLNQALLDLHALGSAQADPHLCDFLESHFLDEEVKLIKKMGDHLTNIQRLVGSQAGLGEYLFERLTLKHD
#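 Apoferritin-based anesthetic binding model; compound displacement of fluorescent 1-AMA measured as endpoint fluorescence after 10 minutes at room temperature, scaled to free-ligand and complex controls.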
# APE1 inh – APE1 (human) endonuclease inhibition. 0.35% of 350,000 active. Potency, µM (top dose mostly 65.8 µM), for inactives: at the top dose activity change, negative = inhibition, usual class: inhibitors. recombinant APE1, TAMRA/BHQ-2 abasic DNA cleavage fluorescence. P27695;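 also: potency is read from the fitted curve at half-maximal effect; plate controls were vehicle for no effect and reference inhibitor for full effect; nearly all actives have a fitted effect of over 55% in size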
#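 Endonuclease cleavage of a quenched abasic-site DNA duplex (50 nM) by APE1 (0.75 nM) was tracked by TAMRA dequenching. Compounds were preincubated with enzyme 15 min at room temperature; data normalized to buffer-only and DMSO wells plus NSC13755 control.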
# BLM helicase inh – blocks DNA unwinding by human BLM helicase; recombinant BLM DNA unwinding, fluorescence dequenching; 0.2% of 350,000 active; Potency, µM (top dose mostly 56.1 µM), for the others: top-dose activity change, negative = inhibition, hits mostly inhibitors; P54132; AID 2528;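 also: potency is read from the fitted curve at half-maximal effect; plate controls were vehicle for no effect and no enzyme for full effect; nearly all actives have a fitted effect of over 35% in size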
# POLK inh – blocks human DNA polymerase kappa activity; Q9UBT6; purified Pol kappa, fluorescent DNA synthesis assay, 10 min; Potency, µM (doses to about 107 µM), for the others: top-dose activity, negative = inhibition, hits mostly inhibitors; 0.53% of 400,000 active; AID 588579; also: potency is read from the fitted curve at half-maximal effect; % is scaled to controls: 0 for no effect and ±100 for the full control effect
# Target sequence (Q9UBT6 whole entry, looked up): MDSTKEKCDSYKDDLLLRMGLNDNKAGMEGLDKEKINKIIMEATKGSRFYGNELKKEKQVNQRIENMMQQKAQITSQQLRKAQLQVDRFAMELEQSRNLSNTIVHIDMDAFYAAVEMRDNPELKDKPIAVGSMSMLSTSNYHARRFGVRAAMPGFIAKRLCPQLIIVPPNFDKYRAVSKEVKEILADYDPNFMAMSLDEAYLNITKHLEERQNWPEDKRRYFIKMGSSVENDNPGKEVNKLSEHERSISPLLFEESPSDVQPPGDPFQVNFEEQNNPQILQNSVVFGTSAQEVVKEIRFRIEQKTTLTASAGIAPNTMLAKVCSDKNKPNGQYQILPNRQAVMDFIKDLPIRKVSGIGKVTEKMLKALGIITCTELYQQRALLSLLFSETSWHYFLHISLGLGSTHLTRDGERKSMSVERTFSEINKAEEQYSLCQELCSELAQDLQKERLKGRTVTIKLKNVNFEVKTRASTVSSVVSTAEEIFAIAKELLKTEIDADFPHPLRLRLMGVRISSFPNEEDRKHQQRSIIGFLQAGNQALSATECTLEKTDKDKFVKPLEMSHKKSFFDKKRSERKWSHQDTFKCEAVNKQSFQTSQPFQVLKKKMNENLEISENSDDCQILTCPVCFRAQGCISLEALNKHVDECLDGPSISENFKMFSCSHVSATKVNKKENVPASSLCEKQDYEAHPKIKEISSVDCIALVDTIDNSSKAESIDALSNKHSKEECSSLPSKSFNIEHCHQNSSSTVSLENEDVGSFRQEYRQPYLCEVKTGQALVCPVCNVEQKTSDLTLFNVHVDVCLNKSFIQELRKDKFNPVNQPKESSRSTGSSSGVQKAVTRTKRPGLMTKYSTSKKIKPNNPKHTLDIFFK
#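 Enzyme at 10 nM met test compounds for 15 min at room temperature. Substrate addition (50 nM final) began the reaction, which was monitored by fluorescence at 0 and 10 min.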
# Tb PGK inh – inhibitors of T. brucei phosphoglycerate kinase; 0.043% of 380,000 active; Potency, µM (doses to about 57.5 µM), for the others: at the top dose activity change, negative = inhibition, hits mostly inhibitors; PGK/GAPDH coupled, Kinase-Glo luminescence, 60 min; AID 602233; also: potency is read from the fitted curve at half-maximal effect; % is scaled to controls: 0 for no effect and ±100 for the full control effect; nearly all actives have a fitted effect of over 60% in size
#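 Luminescent ATP detection (Kinase-Glo Plus) follows a 60-minute room-temperature incubation, with wells lacking PGK as controls. Buffer: 100 mM TEA (pH 7.6), 5 mM MgCl2, 0.01% Tween-20. Coupling enzyme GAPDH (100 nM final) supplies unstable 1,3-BPG in-well.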
# RXFP1 antag – blocks the human relaxin receptor RXFP1; 0.59% of 350,000 active; Q9HBX9; activity change, negative = inhibition, % at 57.5 µM; HEK293-RXFP1, relaxin-stimulated cAMP HTRF, 30 min; active compounds read low;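 active = activity change of -60% or lower, but not beyond a set lower limit; inconclusive = change between -60% and -40%, or beyond the set limit; inactive = change above -40%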; also: % is scaled to controls: 0 for no effect and ±100 for the full control effect
# POLH inh – DNA polymerase eta (human) inhibition; 1.2% of 390,000 active; recombinant Pol eta, fluorescent DNA replication assay; Potency, µM (titrated, usually from 114 µM), for inactives: at the highest dose activity change, negative = inhibition, actives largely listed as inhibitors; AID 588591; Q9Y253; also: potency is read from the fitted curve at half-maximal effect; % is scaled to controls: 0 for no effect and ±100 for the full control effect
#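 Fluorescent replication assay: 50 nM final substrate added after a 15 min room-temperature compound preincubation with 10 nM enzyme. Signal taken at 0 min and again at 10 min.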
# POLI inh – inhibitors of human DNA polymerase iota | Q9UNA4 | Pol iota fluorescent replication assay, 10 min | Potency, µM (doses to about 115 µM), without a hit: at the highest dose activity, negative = inhibition, hits mostly inhibitors | 1% of 390,000 active; also: potency is read from the fitted curve at half-maximal effect
#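 Fluorescent replication assay read twice, at 0 min and 10 min after adding 50 nM (final) substrate. Enzyme (10 nM) and compounds were first incubated 15 min at room temperature; enzyme-free buffer wells were negative controls.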
# An asterisk follows results filed as active; i = inactive; ? = inconclusive; . = not tested or not shown; & = joins results of further samples; [ ] = dose if it differs, or a comment. Unless noted, calls follow the shape of the dose curve; as a rule, active = well fitted curve in the direction sought with a large enough effect; inconclusive = small, poorly fitted or top-dose-only effect, or another doubt; inactive = no such curve, though single readings can be large; an effect the other way counts as inactive or inconclusive. Only part of the results is shown (hit frequency here may not be typical).
SMILES,Pol beta inh,Anesthetic bind,APE1 inh,BLM helicase inh,POLK inh,Tb PGK inh,RXFP1 antag,POLH inh,POLI inh
OCCN(CCO)c1ncnc2c1cnn2-c1ccc(F)cc1,2.2%,32.8%[activator],.,-10.3%,-13.4%[60.1 µM],i,2.3,-3.8%,-4.4%
CN(C)c1cccc(N=C2C=C(N3CCOCC3)CC(C)(C)C2)c1,37.3%,-0.9%,-1.1%,-5.6%,-6.7%,-2.8%,-5.4,2.8%,-1.2%
COc1ccc(O)c(C(=O)c2cnn(C(=O)c3ccc(C)cc3)c2)c1,.,.,34.2%,.,-15.3%,-6.4%,-4.4,-12.8%,21.4%
CCN(CC)c1ccc(-c2nn3c(-c4cccnc4)nnc3s2)cc1,15.7%,-5.1%,-1.6%,0.6%,-7.2%,1.1%,-2.4,?,7.7%
CCSc1nnc(NC(=O)C(C)C)s1,22.4%,-6.4%,0.6%,3.6%,-10.3%,2.5%,.,-3.7%,-10.1%
O=C1NC(c2cccc([N+](=O)[O-])c2)Oc2ccccc21 (stereo not drawn),13.2%,?,-4.2%,-3.8%,0.4%,-2.1%,-10.5,-8.2%,26.8%
CCOC(=O)c1cc(C)[nH]c(=O)c1C#N,1.2%,719.7%[activator],3.3%,-0.4%,0.2%,-1.8%,0.8,-9.3%,-23.5%
CCOC(=O)N1CCN(C(=O)C(NC(=O)c2ccco2)C(C)C)CC1 (stereo not drawn),10.9%,-0.5%,48.0%,1.0%,-1.4%,i,3.3,-12.6%,110.2%[activator]
CCOc1ncccc1C(=O)OCC(=O)Nc1cc(S(=O)(=O)N(CC)CC)ccc1C,11.4%,-14.8%,36.6%[activator],-4.5%,-6.7%,-7.9%,3.3,-10.0%,-8.9%
COc1cccc(-c2ccc3ncnc(NCc4cccnc4)c3c2)c1,.,.,16.5%&13.4%&-5.2%,23.2%,6.7%,-14.4%,.,13.4%,-23.8%
COC(=O)c1ccccc1N1C(=O)[C@@H]2C(c3ccc(Br)cc3)=NO[C@@H]2C1=O,-2.4%,-3.2%,-3.6%,0.4%,3.0%,-3.7%,-5.3,-13.1%,18.9%
Cc1ccc(CNC(=O)CCSCc2cccc(F)c2)cc1,-6.9%,?,51.4%[activator],-7.3%,3.6%,-7.7%,0.9,-19.3%,-2.9%
Cc1ccc2oc(=O)n(CCOc3ccccc3C)c2c1,?,-1.1%,-0.7%,-6.8%,-15.4%,1.8%,5.2,-6.8%,8.0%
N#C/C(=C/c1ccc(Br)o1)C(N)=S,-18.3%,-5.2%,-11.9%,-8.1%,.,.,.,.,.
CNC(=O)CCN(Cc1ccco1)S(=O)(=O)c1ccc(OC)c(OC)c1,0.5%,-2.6%,0.9%,-2.9%,-18.2%,-2.5%,-6.1,-2.2%,0.7%[58.9 µM]
Cc1ccc(N2C(=O)CC(Sc3nc(C)cc(C)n3)C2=O)cc1 (stereo not drawn),14.4%,-4.9%,22.5%,-7.0%,-6.1%,-2.6%,11.7,-1.4%,-15.8%
CCC(c1nnnn1Cc1ccc(F)cc1)N(CCCO)Cc1cc2cc3c(cc2[nH]c1=O)OCO3 (stereo not drawn),?,-4.3%,-5.0%,1.3%,-5.7%,i,-7.2,-2.4%,6.6%
Cc1nnc(SCc2cc(=O)[nH]c(N3CCN(Cc4ccccc4)CC3)n2)s1,1.4%,-7.9%,1.8%,2.1%,0.1%,-1.0%,-3.2,-2.5%,4.2%
COc1ccc(S(=O)(=O)Nc2ccc(N3CCOCC3)nc2)cc1,26.3%,-6.7%,12.0%,-2.3%,-9.0%,-2.6%,-19.7,-15.2%,172.5%[activator]
CCc1nnc(NC(=O)CSc2nnc(COc3ccc(C#N)cc3)n2-c2ccccc2)s1,12.7%,-20.4%,-0.1%,-5.4%,-1.6%,i,10.6,-0.3%,-4.6%
Cc1ccc(C)c(S(=O)(=O)N2CCN(C(=O)c3ccnn3C)CC2)c1,0.5%,-2.8%,28.3%,-4.8%,-4.4%,-5.0%,-10.1,-27.4%,29.3%
Cc1ccc(-c2csc(NC(=O)CCNC(=O)c3ccco3)n2)cc1,0.7%,-9.7%,-1.0%,-2.9%,-11.0%,5.1%,-11.8,-7.1%,102.0%[activator]
COc1ccc(-c2csc(NNC3=NCCCCC3)n2)cc1,26.9%,-15.0%,20.6%,-1.0%,-7.9%,-2.6%,2.1,-8.9%,?
c1ccc2c(c1)CCCN2Cc1nnnn1CC1CCCO1 (stereo not drawn),-1.5%,0.6%,-1.7%,-1.0%,2.5%,-14.7%,-5.6,-8.2%,9.4%
CC(C)Oc1ccc(C2CC(=O)N(c3cccc(C(=O)O)c3)C2=O)cc1 (stereo not drawn),16.2%,-6.7%,7.1%,-2.2%,-6.7%,-1.3%,1.5,-2.5%,-0.6%

# (continued)
SMILES,Pol beta inh,Anesthetic bind,APE1 inh,BLM helicase inh,POLK inh,Tb PGK inh,RXFP1 antag,POLH inh,POLI inh
Cc1cc(N/N=C/c2ccc(O)c(C)c2O)nc(-c2ccccc2O)n1,1.9%,35.1%[activator],17.2%,-2.2%,-9.1%,-5.9%,-72.2*,-14.1%,-11.7%
O=[N+]([O-])c1ccc(-c2ccc(/C=N/Nc3nc(N4CCCC4)nc(N4CCCC4)n3)o2)cc1,47.8%,-11.2%,-0.9%,-6.3%,4.1%,-8.1%,-8.0,-10.5%,44.2%[activator]
CCCc1cc(C(=O)OCC(=O)N2CCN(c3ccc(OC)cc3)CC2)sc1C,.,.,-9.5%,.,-22.6%,-2.4%,-6.9,-11.7%,-9.2%
COc1cccc(Nc2nc3cc(Cl)c(Cl)cc3nc2-n2nc(C)cc2C)c1,3.3%,2.2%,.,0.8%,-1.0%,-2.1%,-2.0,-7.2%,8.1%
Cc1ccc(C(c2nnnn2C2CCCC2)N2CCN3CCCC3C2)cc1 (stereo not drawn),31.2%[activator],-14.5%,-0.5%,3.5%,3.2%,0.8%,-3.7,-9.4%,20.9%
COc1ccc(Cl)cc1Nc1nc(-c2sc(NC(=O)C(C)(C)C)nc2C)cs1,22.2%,-21.1%,?,-7.5%,-6.5%,-3.4%,.,-20.4%,30.7%[activator]
CCN(CC)S(=O)(=O)c1cccc(C(=O)N/N=C(\C)c2cccs2)c1,2.6%,-11.7%,17.9%,-2.4%,0.0%,-9.9%,11.8,-3.2%,-14.5%
CCn1ccnc1CN(C)Cc1nc(Cc2cccc(C(F)(F)F)c2)no1,-1.3%,-13.8%,0.8%,0.1%,3.0%,i,-19.4,-19.3%,31.0%[activator]
CCCOc1ccc(C(=O)CCNC(Cc2c[nH]c3ccccc23)C(=O)O)cc1 (stereo not drawn),-16.9%,-3.8%,4.1%,0.1%,4.1%,-4.3%,-5.4,-8.1%,?
CN(C)c1ccc(NC(=O)CC2NCCNC2=O)cc1 (stereo not drawn),28.0%,-5.9%,2.0%,4.7%,0.6%,-9.8%,-8.6,-9.8%,25.9%
O=c1[nH]cccc1-c1nc2ccccc2n1Cc1ccccc1F,51.7%,-1.2%,19.8%,-2.3%,8.0%,.,10.6,-2.7%,4.7%
CC1CCC(C(C)C)C(OCC(O)CN2CCN(Cc3ccccc3)CC2)C1 (stereo not drawn),15.8%,-15.4%,4.7%,-0.8%,-17.8%,0.2%,-27.1,-21.9%,?
C[n+]1cc2c3c(ccc2c2ccc4cc5c(cc4c21)OCO5)OCO3,7.94µM*,-20.0%,0.8%,-2.3%,-10.5%[60.1 µM],.,?,?,28.2µM*
Cc1cc(NC(=O)C(C)SCC(=O)Nc2ccc(SC(F)F)cc2)no1 (stereo not drawn),-0.3%,-7.9%,-10.9%,-2.4%,-10.2%,0.9%,-0.1,-6.9%,20.3%
CC1CN(c2ccc([N+](=O)[O-])cc2C(=O)N2CCOCC2)CC(C)N1 (stereo not drawn),23.1%,-0.8%,8.2%,6.5%,-3.2%,-3.7%,-1.9,-12.6%,-1.2%
Cc1n[nH]c(=O)n1-c1ccc(OC(F)(F)F)cc1,?,-6.4%,7.6%,-6.3%,-8.4%,0.7%,-4.7,6.3%,29.7%
O=C(Cc1cccs1)N=Nc1c(O)[nH]c2ccccc12,3.5%,-15.4%,-5.5%,-4.1%,-14.8%,4.6%,1.3,-21.7%,-14.7%
O=S(=O)(NCc1cccnc1)c1ccc2c(c1)OCCO2,19.0%,-8.7%,-1.6%,-6.5%,-4.8%,.,18.3,9.5%,19.8%
CN1CCN(NC(=O)Nc2ccc([N+](=O)[O-])cc2)CC1,7.5%,-0.1%,-9.5%,-6.5%,3.7%,6.5%,-6.0,-10.8%,26.4%

# 5 structures from above, ordered by molecular weight, rising.
SMILES,Pol beta inh,Anesthetic bind,APE1 inh,BLM helicase inh,POLK inh,Tb PGK inh,RXFP1 antag,POLH inh,POLI inh
Cc1n[nH]c(=O)n1-c1ccc(OC(F)(F)F)cc1,?,-6.4%,7.6%,-6.3%,-8.4%,0.7%,-4.7,6.3%,29.7%
c1ccc2c(c1)CCCN2Cc1nnnn1CC1CCCO1 (stereo not drawn),-1.5%,0.6%,-1.7%,-1.0%,2.5%,-14.7%,-5.6,-8.2%,9.4%
O=c1[nH]cccc1-c1nc2ccccc2n1Cc1ccccc1F,51.7%,-1.2%,19.8%,-2.3%,8.0%,.,10.6,-2.7%,4.7%
Cc1cc(NC(=O)C(C)SCC(=O)Nc2ccc(SC(F)F)cc2)no1 (stereo not drawn),-0.3%,-7.9%,-10.9%,-2.4%,-10.2%,0.9%,-0.1,-6.9%,20.3%
CCCc1cc(C(=O)OCC(=O)N2CCN(c3ccc(OC)cc3)CC2)sc1C,.,.,-9.5%,.,-22.6%,-2.4%,-6.9,-11.7%,-9.2%
